# Source: PubChem
# Rab2 wt GTP = modulators of GTP binding to Rab2A wildtype, primary screen, biochemical, dog, bead-based flow cytometry, multiplex | Ras-related protein Rab-2A (Canis lupus familiaris), P61105 | GST-Rab2 wt beads, Bodipy-GTP binding | GTP binding activity, % at 10 µM | hit rate 0.19% among 190,000;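 active = GTP binding activity at least 20 points away from 100%, either lowered or raised; inconclusive = signal likely due to the compound's own green fluorescence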;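 also: 0% = beads with excess unlabeled GTP and 100% = no-compound control corrected for plate trend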
# Pf gametocyte = late stage P. falciparum gametocyte viability inhibitors, primary screen, ATP luminescence, HTS. inhibition, % at 10.9 µM. P. falciparum stage V gametocytes, 24 h. AID 743093, 2013. hit rate 0.065% among 150,000;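 active = inhibition above the mean plus 3 SD of compounds within the control limits, set per campaign, cut at about 38% in these data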;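 also: 0% = DMSO wells and 100% = medium only without gametocytes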
# Rab7 wt modul = modulators of GTP binding to Rab7, primary screen, biochemical, wildtype, multiplex bead flow cytometry; Rab7 GTPase wild type (dog), Bodipy-FL-GTP binding; GST-Rab7 beads, fluorescent GTP binding; actives lie on both sides; untreated = 100%, excess cold GTP = 0%; GTP binding activity (percent of control), % at 10 µM; hit rate 0.055% among 190,000; AID 758, 2007;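 active = fluorescent GTP binding to Rab7 beads changed by at least 20 points from the 100% baseline, either direction, mostly lower; inconclusive = compound itself probably fluorescent, or too few beads counted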;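 also: median green fluorescence of bound Bodipy-FL-GTP per Rab7 bead population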
# Rac1 wt GTP bind = wildtype Rac1 GTP binding modulators, primary screen, biochemical, GST-Rac1 beads, flow cytometry, multiplex; Ras-related C3 botulinum toxin substrate 1 (Homo sapiens), P63000; fluorescent GTP binding; actives lie on both sides; 0 = cold GTP competed, 100 = untreated; GTP binding activity (% of control), % at 10 µM; hit rate 0.27% among 190,000; AID 757, 2007;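 active = GTP binding activity at least 20 points away from the 100% control level, either lower or higher; inconclusive = compound flagged as likely green fluorescent, judged across all proteins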
# ABCG2 inh = ABCG2 efflux pump inhibitors, primary screen, multiplex with ABCB1, IgMXP3 cells, flow cytometry; AID 1325, 2008; JC-1 efflux; Broad substrate specificity ATP-binding cassette transporter ABCG2 (Homo sapiens), Q9UNQ0; hit rate 0.1% among 190,000; inhibition, % at 6.6 µM;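 active = inhibition above 80%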;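 also: 0% = DMSO and 100% = nicardipine control wells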
#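 Test system: IgMXP3 (ABCG2) plus far-red-tagged CCRF-Adr (ABCB1) cells. Reagent: JC-1 dye as substrate. Timing: 10 min exposure at 25 °C with rotation, no wash. Measured by: flow cytometric JC-1 green MFI at 530 nm. Read-out: percent efflux inhibition, scaled nicardipine 100% to DMSO 0%. Control set: nicardipine and DMSO wells.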
# Cdc42 wt = modulators of GTP binding to wildtype Cdc42, primary screen, biochemical, multiplex bead flow cytometry, Bodipy-GTP. Cell division control protein 42 homolog (Homo sapiens), P60953. GST-Cdc42 beads; actives lie on both sides. percent activity (GTP binding), % at 10 µM. hit rate 0.2% among 190,000;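 active = percent activity GTP binding at least 20 points away from the 100% baseline, either down as inhibitor or up as activator; inconclusive = compound flagged as likely green fluorescent from well-wide comparison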;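 also: median bead fluorescence of bound Bodipy-FL-GTP at 100 nM; 0% = excess unlabeled GTP control and 100% = no compound control; below 100% means less GTP binding so inhibitor and above means activator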
# Target sequence (P60953 whole entry, looked up): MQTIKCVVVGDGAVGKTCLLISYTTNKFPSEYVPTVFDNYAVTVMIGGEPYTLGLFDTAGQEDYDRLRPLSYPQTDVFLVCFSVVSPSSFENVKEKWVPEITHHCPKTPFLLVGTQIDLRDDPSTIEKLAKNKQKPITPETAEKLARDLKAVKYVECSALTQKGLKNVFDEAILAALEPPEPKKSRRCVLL
# Avidin fluor = green autofluorescence of compounds with avidin beads – biophysical, 488/530 nm, flow cytometry, artefact control, profiling panel. hit rate 0.38% among 220,000. AID 1775, 2009. compound fluorescence 488/530 nm; stronger effect = higher value. fluorescence (KMESF) at 10 µM; in the data active = fluorescence above about 47; also: inactives centre near 10
# ABCB1 block = ABCB1 efflux pump inhibitors, primary screen, cell-based, multiplex, flow cytometry, ABCG2 counter-screen; hit rate 0.067% among 190,000; AID 1326, 2008; ATP-dependent translocase ABCB1 (Homo sapiens), P08183; CCRF-Adr cells, JC-1 efflux; inhibition, % at 6.6 µM; in the data active = inhibition above about 40%;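 also: 0% = vehicle and 100% = reference inhibitor; higher value means more JC-1 retained so stronger ABCB1 efflux block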
# Rac1 act GTP bind = GTP binding modulators of activated mutant Rac1, primary screen, biochemical, bead-based flow cytometry, multiplex, fluorescent GTP. Ras-related C3 botulinum toxin substrate 1 (Homo sapiens), P63000. GST-Rac1 activated beads; actives lie on both sides; 100% means binding = to untreated wells. percent activity (GTP binding), % at 10 µM. hit rate 0.11% among 190,000. AID 764, 2007;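 active = GTP binding at least 20 percentage points away from the 100% baseline, in either direction, so actives lie on both sides; inconclusive = Compound likely fluorescent itself, or too few beads counted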
# HRas wt GTP = modulators of GTP binding to HRas wildtype, primary screen, biochemical, bead-based flow cytometry, multiplex | AID 759, 2007 | hit rate 0.14% among 190,000 | GTP binding activity, % at 10 µM | GST-Ras wt beads, Bodipy-FL-GTP binding; actives lie on both sides;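 active = GTP binding activity at least 20% away from the 100% baseline, either lowered as inhibitor or raised as activator; inconclusive = flagged as likely green fluorescent, judged across all proteins in the well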;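 also: 0% = unlabeled GTP competition control and 100% = no-compound control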
# Target sequence (P01112 whole entry, looked up): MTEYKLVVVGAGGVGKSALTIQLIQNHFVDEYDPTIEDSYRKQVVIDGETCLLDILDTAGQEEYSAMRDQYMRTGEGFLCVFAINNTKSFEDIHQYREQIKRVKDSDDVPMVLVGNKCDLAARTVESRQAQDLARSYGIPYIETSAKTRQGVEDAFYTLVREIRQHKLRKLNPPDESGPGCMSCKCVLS
# Mcl1 Noxa PPI = Mcl-1/Noxa binding inhibitors, primary screen, biochemical, TR-FRET, 1536-well; TR-FRET Mcl-1/Noxa peptide binding, 2 h; inhibition, % at 21.7 µM; hit rate 1.5% among 220,000;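 active = compounds that cut the protein-peptide binding signal by more than 50% relative to plate controls in a single-dose test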;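 also: His-tagged Mcl-1 with rhodamine Noxa BH3 peptide and terbium anti-His antibody; 0% = Mcl-1 plus Noxa peptide wells and 100% = peptide-only wells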
# Target sequence (Q07820 whole entry, looked up): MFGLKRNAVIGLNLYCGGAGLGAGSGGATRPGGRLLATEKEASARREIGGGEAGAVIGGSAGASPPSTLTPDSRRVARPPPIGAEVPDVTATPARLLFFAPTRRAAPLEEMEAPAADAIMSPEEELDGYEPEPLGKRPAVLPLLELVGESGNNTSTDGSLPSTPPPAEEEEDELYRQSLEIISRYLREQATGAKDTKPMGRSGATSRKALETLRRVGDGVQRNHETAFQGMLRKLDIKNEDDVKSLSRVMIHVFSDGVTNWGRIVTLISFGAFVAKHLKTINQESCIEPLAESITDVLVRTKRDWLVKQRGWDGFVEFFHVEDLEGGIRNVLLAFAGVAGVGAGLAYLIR
# The depositor's hits bear a star; ? = inconclusive; · = no result given.
SMILES,Rab2 wt GTP,Pf gametocyte,Rab7 wt modul,Rac1 wt GTP bind,ABCG2 inh,Cdc42 wt,Avidin fluor,ABCB1 block,Rac1 act GTP bind,HRas wt GTP,Mcl1 Noxa PPI
CC/C(=N\O)c1c(O)c2c(n(-c3ccccc3)c1=O)CCCC2,96,-6,103,104,0,96,4,0.1,92,99,16
Fc1cccc(/C=N/N=C/c2cccc(F)c2)c1,97,-5,105,100,6,96,14,1.1,96,98,9
Clc1ccc(OCCCc2nc(-c3ccncc3)no2)c(Cl)c1,99,·,101,103,6,100,38,0.8,98,100,13
COc1ccccc1-n1c(SCC(=O)Nc2cc(C)on2)nc2c(c1=O)SCC2,97,·,102,100,0,98,11,0.2,97,101,9
COc1cccc(CN2CCN(CCc3ccccc3)C(CCO)C2)c1OC (stereo not given),98,·,99,102,1,103,12,0.5,97,99,14
Cc1ccc(C(=O)N/C(=C\c2cccs2)C(=O)NCCc2ccccn2)cc1C,104,·,106,107,4,107,9,10,101,104,11
CC(C)OCCCNC(=O)c1ccncc1,99,-8,105,107,6,103,32,0.3,101,101,-12
CCOC(=O)c1ccc(N2CCN(c3ccccc3F)CC2)c(NC(=O)Nc2cccc(OC)c2)c1,98,12,99,102,-4,101,5,-0.4,100,98,-17
COC(=O)C(CCSC)NC(=O)c1cc2c(n(-c3ccccc3)c1=O)CC(C)(C)CC2=O (stereo not given),100,1,95,102,5,102,14,0.8,101,104,15
C=CCC(Nc1ccccc1)C12C=CC(O1)C(C(=O)OC)=C2C(=O)OC (stereo not given),100,·,97,102,2,100,20,0.8,99,100,-3
O=C(NCc1cccs1)C1CCC(CNS(=O)(=O)c2cccc3nsnc23)CC1 (stereo not given),101,·,99,99,0,99,5,-1.4,96,98,4
Cc1cccc(C(=O)Nc2cccc(-c3ccc4nncn4n3)c2)c1,?,0,?,?,1,?,24,0.1,?,?,-3
CCOC(=O)Cc1c(C)nc2c(-c3ccccc3)c(C)[nH]n2c1=O,100,10,103,101,0,99,21,0.2,97,102,18
Cc1ccc2c(c1)OC(=O)CC2c1ccccc1 (stereo not given),99,-24,96,102,1,100,31,0.2,97,98,-10
CSCC(=O)N1CCCC(C(=O)c2cc(F)ccc2F)C1 (stereo not given),97,-8,98,99,4,99,5,1.7,98,98,-7
Nc1nnc(SCc2coc(-c3ccc(Cl)cc3)n2)s1,104,-3,102,110,3,109,37,0.2,104,106,-4
COc1ccccc1N1CCN(/N=C/c2cc(OC)c(O)c(OC)c2)CC1,100,-9,102,106,0,101,15,-0.3,101,100,54*
CC1(C)CN(c2cccc(Br)c2)C1=O,94,9,99,89,0,91,9,0.1,92,92,-1
CCOCCCn1cnc2c(c1=O)c1nc3ccccc3nc1n2-c1ccccc1,103,·,104,104,4,104,3,1.7,101,104,8
COc1ccc(/C(N)=N/OC(=O)CCCN2C(=O)c3ccccc3C2=O)cc1OC,97,5,103,98,12,95,9,1.2,98,98,-2
CC(=O)c1ccc(OCC(O)CN2CCCC(C)C2)cc1 (stereo not given),99,·,97,103,2,103,6,1.1,100,99,16
Cc1cc(C)c2c(CN3CCN(CCO)CC3)cc(=O)oc2c1,100,-9,97,98,2,101,11,0.9,99,102,5
Cc1nc2sc3c(NCc4ccco4)ncnc3c2c2c1COC(C)(C)C2,98,·,102,105,4,102,20,0.9,98,102,-1
CCOC(=O)C(C)NC(=O)C(NC(=O)C1CCC(CC)CC1)C(C)C (stereo not given),100,·,96,106,13,104,8,0.8,99,97,1
CCOC(=O)c1cccc(NC(=O)CCc2c(C)nc3ncnn3c2C)c1,102,9,105,106,4,103,11,0.8,100,104,-3
Cc1nc2c(nnn2Cc2ccccc2)c(=O)n1-c1ccccc1,107,6,97,105,4,109,14,0.7,103,106,5
COc1ccc(-c2ccc(/C=C3/C(=N)N4C(C)=CSC4=NC3=O)o2)c([N+](=O)[O-])c1,102,·,107,103,-2,103,4,-0.5,103,104,59*
CCOc1ccc(C(=O)NCc2cccs2)cc1,102,·,102,109,32,103,14,0.4,101,101,-19
CCOC(=O)C1(Cc2ccccc2)CCCN(Cc2ccccn2)C1 (stereo not given),?,-9,?,?,2,?,12,1.1,?,?,7
S=C(NCc1cccs1)Nc1ccc(Cl)cc1,?,·,?,?,4,?,40,0.7,?,?,-3
CC(=O)O/N=C/c1c(C)c(C=O)n2ccccc12,92,1,94,91,1,91,8,-0.4,92,92,12
O=C1CCCCC1C(Nc1ccc(Cl)cc1)c1ccccc1 (stereo not given),98,·,101,103,2,101,40,0.3,99,102,9
CCCCN(C)C(=O)Cc1c(OC)ccc2cc(Br)ccc12,98,9,104,103,7,98,4,0.8,100,103,19
COC(=O)/C(=C/N(C)C)C(=O)N1CCN(c2ccc(Cl)c(Cl)c2)CC1,96,-5,95,94,1,93,27,0.2,93,95,2
O=C(c1ccccc1)c1cncc(Br)c1,97,-13,94,96,1,97,12,-0.1,94,96,8
OC(COc1ccccc1CNCc1cccnc1)CN1CCc2ccccc2C1 (stereo not given),98,-14,102,95,2,96,8,0.7,95,96,0
CCOC(=O)c1ccc(NC(=S)N2CCC(O)CC2)cc1,102,19,102,109,-1,107,1,-0.6,97,102,1
COc1nc(N(C#N)CC(N)=O)nc(N2CCCC2)n1,99,-15,97,101,5,98,18,0.3,97,97,0
CCOC(=O)c1[nH]c(C)c(C(=O)Nc2ccc(C)c(C)c2)c1C,102,·,102,107,5,104,6,0.7,99,102,19
Cc1cc(C)c2c(CC(=O)NCc3ccco3)coc2c1,94,-1,97,99,1,96,7,-0.1,93,96,-5
Cc1oc2cc(O)cc(O)c2c(=O)c1-c1ccc2c(c1)OCCCO2,99,-14,101,100,1,99,37,0.2,97,99,21
Cc1ccc(Nc2nc(C)cc(C)c2C(N)=O)cc1,101,·,105,100,-1,101,15,-0.1,97,103,11
CC(C)Oc1ccc(N2CC(C(=O)OCC(=O)NCc3ccccc3)CC2=O)cc1 (stereo not given),105,·,104,103,5,100,7,0.9,99,103,-1
CCOc1ccc(C2C(C(=O)OC)=CN(CCOC)C=C2C(=O)OC)cc1,100,·,101,100,4,99,21,1.0,99,101,25
CCCCN(CCCNC(=O)C1CCCN(S(=O)(=O)CC)C1)Cc1ccccc1 (stereo not given),100,·,100,99,2,100,9,0.6,99,100,20
CCCCCn1c(=O)c(C(=O)OCC)c(O)c2ccccc21,100,4,99,105,-4,99,25,-0.6,97,100,2
Cc1oc2ccc(O)c(CN(C)C)c2c1C(=O)c1ccccc1,102,-3,102,104,10,106,16,0.2,99,102,20
COc1ccc(OCC(=O)Nc2cccc(C(=O)Nc3ccccc3C(=O)O)c2)cc1,95,-29,91,94,-3,95,14,-0.5,97,94,3
O=C(CSc1nnc(SCc2cccc3ccccc23)s1)N/N=C/c1c[nH]c2ccccc12,92,-15,97,92,-1,92,12,-0.1,93,92,19
O=C(CNC(=O)c1ccccc1O)N/N=C/c1cc(Br)ccc1OC(=O)/C=C/c1ccco1,102,21,104,103,-4,94,8,0.1,95,101,-63
# Later entries
SMILES,Rab2 wt GTP,Pf gametocyte,Rab7 wt modul,Rac1 wt GTP bind,ABCG2 inh,Cdc42 wt,Avidin fluor,ABCB1 block,Rac1 act GTP bind,HRas wt GTP,Mcl1 Noxa PPI
COc1ccc(Cl)cc1N1CCN(CCNC(=O)Nc2ccccc2C)CC1,102,-28,101,104,10,104,15,1.9,101,104,-5
CC(C)(C)NC(=O)CSc1nnnn1C(C)(C)C,99,-20,100,104,-8,101,10,-7.2,101,101,14
Cc1cccc(C)c1OCC(=O)NNC(=O)Nc1ccc(Cl)cc1,98,0,95,101,2,100,4,0.5,100,98,-4
O=C(Oc1ccc(-c2nnco2)cc1)N1CCOCC1,102,·,102,105,3,101,8,0.1,98,102,-9
COc1ccc(CNC(=O)CCSCc2cccc(Cl)c2)c(OC)c1,97,·,96,102,10,103,21,1.0,97,98,-4
Cc1cccc(NC(=O)NNC(=O)COc2ccc(Cl)cc2)c1,96,0,98,98,4,94,9,0.1,92,96,-12
Cc1c(NC(=O)/C(C#N)=C/c2ccc(-c3ccc(Cl)cc3)o2)c(=O)n(-c2ccccc2)n1C,100,-22,100,99,11,97,13,-2.9,96,98,29
NC(=O)c1nsc(C(=O)N(CC(=O)NCc2ccc3c(c2)OCO3)C2CCCCC2)c1N,97,3,96,101,1,101,41,0.6,99,99,-3
COc1ccc(NC(=O)C2OC3OC(C)(C)OC3C3OC(C)(C)OC23)cc1 (stereo not given),96,·,95,98,2,98,16,0.6,97,97,3
CCOC(=O)C(NC(C)=O)(Nc1ccc(S(=O)(=O)Nc2cc(C)nc(C)n2)cc1)C(F)(F)F (stereo not given),102,·,103,107,1,105,11,0.4,102,103,13
Cc1cc(C)n2c3c(c(C#N)c2n1)CC(C)(C)OC3,95,·,95,96,2,97,2,0.2,94,96,-17
COC(=O)CSc1nnc(-c2ccco2)n1-c1ccc(C)cc1,102,-28,102,103,5,103,5,0.9,99,104,15
N#Cc1c(NC(=O)CSc2nnc(-c3ccco3)n2-c2ccccc2)sc2c1CCC2,98,-29,96,98,-1,100,21,-0.2,96,97,45
Cc1nnc2c(Oc3ccccc3)nc3ccccc3n12,97,-23,100,98,7,97,20,0.8,96,99,4
O=C(CCn1c(=O)c2ccccc2n(CC(=O)NC2CCCC2)c1=O)NCc1ccco1,101,-2,99,104,0,101,30,0.0,100,100,-6
